Screens as filed in PubChem.
EP2 modulator – modulates human prostaglandin E2 receptor EP2 signaling. P43116. AID 940. 260,000 tested, 0.83% active. induction, % at 25 µM. EP2-expressing cells, cAMP HTRF FRET, PGE2 co-stimulation;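 active means compounds whose cAMP rise, as percent of the full-agonist control response, exceeds 60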;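 further: rat C6 glioma line stably carrying human EP2 under a CMV promoter; the protocol text gives 20 µM as final concentration; 100% = response of wells given 1 µM PGE2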
RBBP9 inhibitor – human RBBP9 hydrolase inhibition; recombinant RBBP9, FP-Rh probe fluorescence polarization; inhibition, % at 7.94 µM; 220,000 tested, 0.2% active; AID 1515;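 active means inhibition above the campaign mean of all tested compounds plus 3 SD, cut at about 14% in these data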;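 further: plate controls were DMSO wells with RBBP9 for no effect and wells lacking RBBP9 protein for full effect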
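Test system – recombinant human RBBP9 · Input – RBBP9 2.5 µM in dispensing solution, pre-mixing · Medium – Tris buffer pH 8.0, NaCl, Pluronic · Schedule – preincubation 30 min plus labeling 45 min at 25 °C · Measured by – fluorescence polarization · Measure – % inhibition · Controls – DMSO and no-protein wells · Replicates – one well per compound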
TNF necrop inh – inhibitors of TNF-alpha induced necroptosis in Jurkat FADD-/- cells | Jurkat FADD-/- TNF necroptosis rescue, ATP luminescence, 24 h; 0 = TNF only, 100 = no-TNF cells | activation (protection from cell death), % at 10 µM | 220,000 tested, 0.068% active | AID 463075;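 active means activation, meaning protection from cell death, of at least 50% relative to plate controls; inactive means activation below 50%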;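 further: necroptosis triggered by 40 ng/mL TNF-alpha added together with compound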
zVAD death inh – L929 zVAD cell death inhibition; L929 zVAD necroptosis rescue, ATP luminescence, 24 h; with zVAD 60 µM; viability rescue, % at 10 µM; 220,000 tested, 0.38% active;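 active means activation, scaled between plate controls, above about 75%, limit read from the data; inactive means activation under that limit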;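 further: 0% = zVAD with DMSO and 100% = DMSO alone without zVAD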
Hck-Nef inh – blocks Nef-activated human Hck kinase. P08631. Recombinant Hck-YEEI plus Nef, Z-Lyte FRET kinase assay. inhibition, % at 20 µM. 220,000 tested, 0.68% active;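 active means Hck-Nef kinase inhibition above about 50%, limit read from the data; inactive means inhibition below that limit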;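 further: 0% = DMSO with Hck plus Nef and 100% = Hck alone without Nef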
PERK inh – human PERK inhibition, primary cell-based screen; 220,000 tested, 0.17% active; inhibition, % at 5.6 µM; Q9NZJ5; CHO PERK-DD fusion, SEAP luminescence translation reporter; AID 1416;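 active means inhibition above the mean inhibition of all tested compounds plus 3 SD, set separately per screening campaign, cut at about 2.9% in these data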;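 further: PERK kinase domain activated by AP20187 dimerizer at 100 nM; 0% = DMSO with dimerizer and 100% = rapamycin at 8.4 µM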
Target sequence (Q9NZJ5 whole entry, looked up, the tested form may be a part): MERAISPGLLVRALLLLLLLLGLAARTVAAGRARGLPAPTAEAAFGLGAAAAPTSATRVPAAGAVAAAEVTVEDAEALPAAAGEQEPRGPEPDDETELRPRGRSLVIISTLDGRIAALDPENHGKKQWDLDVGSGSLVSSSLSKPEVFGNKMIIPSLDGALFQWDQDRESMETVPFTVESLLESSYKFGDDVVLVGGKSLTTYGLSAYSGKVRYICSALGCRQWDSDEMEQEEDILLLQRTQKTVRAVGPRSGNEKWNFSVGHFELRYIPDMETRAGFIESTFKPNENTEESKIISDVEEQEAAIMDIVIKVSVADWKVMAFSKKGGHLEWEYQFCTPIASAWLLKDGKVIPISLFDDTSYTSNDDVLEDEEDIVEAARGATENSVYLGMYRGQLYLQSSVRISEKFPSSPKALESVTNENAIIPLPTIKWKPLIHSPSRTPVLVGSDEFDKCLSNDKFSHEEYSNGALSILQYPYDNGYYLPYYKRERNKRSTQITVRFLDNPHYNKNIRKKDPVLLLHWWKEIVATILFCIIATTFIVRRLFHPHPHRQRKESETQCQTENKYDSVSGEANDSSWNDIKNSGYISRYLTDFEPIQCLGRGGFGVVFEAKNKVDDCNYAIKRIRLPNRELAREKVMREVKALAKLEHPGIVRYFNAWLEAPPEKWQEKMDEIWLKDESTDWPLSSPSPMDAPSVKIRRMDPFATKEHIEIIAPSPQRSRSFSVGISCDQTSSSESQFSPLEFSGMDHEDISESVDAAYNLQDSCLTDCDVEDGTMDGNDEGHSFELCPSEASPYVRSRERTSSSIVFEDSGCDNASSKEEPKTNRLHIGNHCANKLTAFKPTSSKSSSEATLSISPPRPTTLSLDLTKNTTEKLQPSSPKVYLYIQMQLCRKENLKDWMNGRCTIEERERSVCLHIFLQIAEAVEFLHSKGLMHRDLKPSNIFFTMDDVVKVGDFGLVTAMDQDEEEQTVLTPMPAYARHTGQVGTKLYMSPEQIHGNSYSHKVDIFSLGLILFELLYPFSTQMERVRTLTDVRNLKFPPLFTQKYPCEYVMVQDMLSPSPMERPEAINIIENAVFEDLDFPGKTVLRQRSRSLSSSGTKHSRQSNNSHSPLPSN
Runt-CBFb FRET – blocks binding of human RUNX1 Runt domain to CBFb; Cerulean-Runt/Venus-CBFb FRET ratio 530/480, 1 h; inhibition, % at 20 µM; 220,000 tested, 0.46% active;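 active means inhibition over about 50% at 20 µM in the single-dose screen, limit read from the data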;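 further: 0% = DMSO wells and 100% = excess unlabeled CBFb competitor control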
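Measured by: fluorescence energy transfer, 422 nm excitation, 530/480 nm emission; Assay system: Cerulean-Runt domain; Medium: Tris pH 7.5 buffer with BSA; Measure: loss of energy transfer signal; Controls: 5 µM unlabeled CBFb as full-inhibition high control; Incubation: protein complex preformed 1 h, compound exposure 1 h, room temperature, dark.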
PGE2 EP2 inh – inhibitors of human EP2 prostaglandin E2 receptor; P43116; C6 glioma cells expressing human EP2, cAMP TR-FRET; cells stimulated with saturating PGE2; inhibition, % at 25 µM; 260,000 tested, 0.52% active; AID 1422;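 active means percent inhibition above 40 after rounding to a whole number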;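 further: rat C6 glioma host cells with rolipram phosphodiesterase inhibitor present; the protocol text gives 20 µM as final concentration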
Runt-SMMHC FRET – inhibitors of human RUNX1 Runt domain binding to CBFb-SMMHC; Q01196+Q13951; Cerulean-Runt/Venus-CBFb-SMMHC FRET ratio 530/480, 1 h; inhibition, % at 20 µM; 220,000 tested, 0.74% active; AID 1434;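 active means mean inhibition across duplicate retests at 20 µM reaching about 50%, limit read from the data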;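 further: 0% = DMSO wells and 100% = wells with excess untagged CBFb-SMMHC; inhibitors lower the FRET ratio by blocking Runt binding to CBFb-SMMHC; some results filed as inactive read as strong as hits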
The depositor's hits bear a star; nt = not tested or not shown; & = joins results of further samples. Some of the compounds tested. The share of hits here may be higher or lower than overall.

SMILES | EP2 modulator | RBBP9 inhibitor | TNF necrop inh | zVAD death inh | Hck-Nef inh | PERK inh | Runt-CBFb FRET | PGE2 EP2 inh | Runt-SMMHC FRET
CCn1c(COc2c(C)cccc2C)nnc1SCc1nc2ccccc2c(=O)[nH]1 | -2 | -5 | 2.6 | 5.0 | -9 | 0.1 | 0 | 8 | 1
Cc1ccc(/C=C2/SC(=O)NC2=S)o1 | -24 | 10 | -1.8 | 0.2 | 40 | 0.6 | 26 | 8 | 59*
COc1cc2nc(CSc3nc(-c4ccc(F)cc4)cs3)[nH]c(=O)c2cc1OC | -51 | -4 | 3.6 | 1.3 | -6 | -0.2 | -7 | 8 | -10
O=C(NCCc1ccc2c(c1)OCCO2)c1ccccc1F | -35 | -3 | 0.0 | 0.5 | 1 | 2.3 | -3 | 8 | 0
CC1CCc2sc3nc(N4CCN(CCO)CC4)n4ncnc4c3c2C1 (stereo not drawn) | -44 | -3 | 2.9 | 36 | 0 | -0.7 | 2 | 15 | 2
Cc1ccc(Sc2cc(C(F)(F)F)nc(N(C)C)n2)cc1 | -8 | 0 | -4.6 | 0.2 | 1 | 2.3 | 3 | 5 | -5
COC(=O)C1C(=O)NCC1c1ccc(C)cc1 (stereo not drawn) | -5 | -5 | 1.4 | 0.6 | -1 | -0.4 | 0 | 4 | -4
Cc1c(NC(=O)C(C)OC(=O)c2cc(Cl)nc(Cl)c2)c(=O)n(-c2ccccc2)n1C (stereo not drawn) | 3 | 1 | 1.6 | 1.2 | 1 | 0.9 | 0 | 8 | 4
COc1cccc(/C=C/C(=O)OCC(=O)NCC2CCCO2)c1OC (stereo not drawn) | 15 | 2 | 1.3 | 0.4 | 3 | 0.8 | 2 | 5 | -5
Cc1nc2ccccn2c1-c1ccnc(SCc2ccc(Cl)cc2)n1 | 16 | 10 | 4.5 | 0.0 | 3 | 2.3 | -2 | 14 | -7
CCC(=O)Nc1ccc2nc(C)n(Cc3ccccc3Cl)c(=O)c2c1 | 4 | -3 | -1.1 | nt | -8 | 0.5 | -2 | 11 | -3
O=S(=O)(c1ccc(NC(=S)N/N=C/c2ccc(Oc3ccccc3)cc2)cc1)N1CCOCC1 | -10 | -3 | -0.8 | 2.1 | 0 | 0.5 | 4 | 6 | -3
CC(=O)Nc1ccc(OCC(O)Cn2c(C)nc3ccccc32)cc1 (stereo not drawn) | -8&23 | -12 | -0.9 | -0.4 | -25 | -0.7 | 1 | 10&12 | 0
C[C@@H]1C[C@H](Nc2ccccc2)c2ccccc2N1C(=O)c1cccnc1 | -7 | -1 | -3.8 | nt | -4 | -0.6 | 2 | 19 | 2
COc1ccc(-n2c(SCC(=O)NCc3cccs3)nc3[nH]ncc3c2=O)cc1 | 0 | -5 | 1.1 | 0.8 | 0 | -0.3 | 1 | 7 | -3
O=C(Nn1cnnc1)c1cc([N+](=O)[O-])cc([N+](=O)[O-])c1 | -10 | -3 | 1.7 | 0.7 | 2 | 1.2 | -1 | 12 | 3
COc1ccccc1-c1nc2n(n1)C(c1cccs1)C(C(=O)Nc1cccnc1)=C(C)N2 (stereo not drawn) | -11 | -10 | -1.5 | -1.0 | 4 | -0.7 | 1 | 15 | 1
COc1ccc2cc(C(=O)C3CCCN(C(=O)CSc4nnc(C)o4)C3)ccc2c1 (stereo not drawn) | -18 | -2 | 1.2 | -0.6 | 3 | 1.3 | -2 | 7 | 2
C=CC[C@@H]1Cc2c(Br)ccc(Br)c2[C@@H](CC=C)N1 | 39 | -4 | 0.7 | -0.2 | -1 | -0.4 | -3 | 0 | -4
Cn1ncc(Cl)c(Oc2ccc(C(C)(C)C)cc2)c1=O | 12 | -8 | 3.0 | -0.8 | 3 | 1.8 | -2 | 7 | -1
O=C(COC(=O)C1=COCCO1)Nc1ccc2c(c1)OCO2 | -30 | -7 | -3.6 | -0.5 | -1 | 0.7 | -1 | 4 | -3
O=C(NCN1CCN(c2ccccn2)CC1)c1cnccn1 | 8 | -1 | 2.9 | 2.0 | 4 | 0.5 | 0 | 11 | -1
COc1ccccc1C1C(C(=O)c2cc3ccccc3o2)=C(O)C(=O)N1CCN(C)C (stereo not drawn) | 39 | -5 | 0.1 | 0.9 | 2 | 1.5 | 2 | 31 | -16
O=C(O)Cc1cc(I)c(Oc2ccc(O)c(I)c2)c(I)c1 | 28 | -9 | -1.2 | 0.7 | 19 | 2.0 | 0 | 20 | -3
COc1ccc(C2/C=C\CN(Cc3ccc(N(C)C)cc3)CC(=O)N2Cc2ccc(F)cc2)cc1 (stereo not drawn) | 6 | nt | -0.4 | -0.2 | 28 | nt | 1 | 10 | -2

An excerpt from above in order of heavy-atom count, ascending:
SMILES | EP2 modulator | RBBP9 inhibitor | TNF necrop inh | zVAD death inh | Hck-Nef inh | PERK inh | Runt-CBFb FRET | PGE2 EP2 inh | Runt-SMMHC FRET
Cc1ccc(Sc2cc(C(F)(F)F)nc(N(C)C)n2)cc1 | -8 | 0 | -4.6 | 0.2 | 1 | 2.3 | 3 | 5 | -5
CC(=O)Nc1ccc(OCC(O)Cn2c(C)nc3ccccc32)cc1 (stereo not drawn) | -8&23 | -12 | -0.9 | -0.4 | -25 | -0.7 | 1 | 10&12 | 0
COc1ccccc1-c1nc2n(n1)C(c1cccs1)C(C(=O)Nc1cccnc1)=C(C)N2 (stereo not drawn) | -11 | -10 | -1.5 | -1.0 | 4 | -0.7 | 1 | 15 | 1

Whole records from above:
Results for `O=C(NCCc1ccc2c(c1)OCCO2)c1ccccc1F` : EP2 modulator: -35; RBBP9 inhibitor: -3; TNF necrop inh: 0.0; zVAD death inh: 0.5; Hck-Nef inh: 1; PERK inh: 2.3; Runt-CBFb FRET: -3; PGE2 EP2 inh: 8; Runt-SMMHC FRET: 0
Results for `O=C(COC(=O)C1=COCCO1)Nc1ccc2c(c1)OCO2` : EP2 modulator: -30; RBBP9 inhibitor: -7; TNF necrop inh: -3.6; zVAD death inh: -0.5; Hck-Nef inh: -1; PERK inh: 0.7; Runt-CBFb FRET: -1; PGE2 EP2 inh: 4; Runt-SMMHC FRET: -3

The list goes on.
SMILES | EP2 modulator | RBBP9 inhibitor | TNF necrop inh | zVAD death inh | Hck-Nef inh | PERK inh | Runt-CBFb FRET | PGE2 EP2 inh | Runt-SMMHC FRET
COc1cc2c(C(=O)NC3CCCCCC3)cn(C)c(=O)c2cc1OC | 3 | -8 | -0.2 | -0.3 | 2 | -0.2 | -6 | 21 | -2
CCCC(=O)c1c[nH]c(C(=O)NCc2cccnc2)c1 | 17 | -10 | -0.2 | 3.1 | 3 | 1.5 | 0 | 7 | -8
CCc1nc(C)ccc1OCC(=O)N(CC)CC | 9 | 0 | -0.4 | -0.2 | 1 | 0.6 | 1 | 9 | 1
O=C(CN(Cc1cccs1)C(=O)CNS(=O)(=O)c1ccccc1)NC1CCCC1 | -26&22 | -6 | -0.9 | 1.3 | 19 | 0.0 | -1 | 7&0 | 4
Nc1c(S(=O)(=O)c2cccs2)c2nc3ccccc3nc2n1CC1CCCO1 (stereo not drawn) | -43 | 9 | 0.1 | 0.0 | 12 | -0.1 | 7 | 6 | 18
Cc1ccc(N(CC(=O)NCC2CCCO2)S(C)(=O)=O)cc1Cl (stereo not drawn) | 14 | 0 | -1.3 | -0.4 | 1 | 0.0 | -1 | 11 | 0
COc1ccc(-c2nc(CNS(=O)(=O)c3ccc(OC)c(OC)c3)cs2)cc1 | 3 | -8 | -0.6 | 2.5 | 0 | -1.2 | 0 | 11 | 3
CC(C)(C)c1csc(NC(=O)c2cccs2)n1 | 6 | 6 | -0.1 | 0.3 | 3 | 1.5 | -2 | 11 | 0
Cc1nn(C)c(C(=O)Nc2ccc(Br)cc2F)c1Br | 29 | -3 | 2.1 | 0.5 | -28 | 0.2 | 2 | 8 | -3
Cc1nc(SCC(=O)NC2CCCCC2)[nH]c(=O)c1C | 11&18 | 4 | 1.2 | 0.6 | 5 | 0.3 | 2 | 6&4 | 1
O=C1C2C3C=CC(C4CC34)C2C(=O)N1c1ccc2c(c1)OCO2 (stereo not drawn) | -9 | 0 | 0.8 | -0.5 | -6 | 0.8 | 0 | 7 | -2
NC(=O)CC(NC(=O)c1ccccc1)c1ccc(NCCOc2ccccc2)c([N+](=O)[O-])c1 (stereo not drawn) | -14 | nt | 3.6 | 1.7 | 25 | nt | -4 | 13 | -4
CCOC(=O)C1CCN(c2nc3cc(OC)ccc3cc2C#N)CC1 | -1&-6 | -2 | -0.5 | -0.2 | 7 | -0.8 | 15 | 13&9 | 2
Cc1nnc(SCc2cccs2)[nH]c1=O | 15 | -2 | -0.6 | -0.1 | 0 | 0.3 | -2 | 6 | -3
CCOc1ccc(N2CC(C(=O)Nc3ccc(N4CCOCC4)cc3)CC2=O)cc1 (stereo not drawn) | 7 | 2 | -1.5 | 0.2 | 4 | 0.6 | -2 | 5 | -3
CSc1cc(-c2ccccc2)n(Cc2ccc(Cl)cc2Cl)c(=O)c1C#N | 22 | -12 | 0.1 | -0.7 | -1 | -0.7 | -1 | 9 | -4
CCc1nnc(SCC(=O)Nc2ccc(C(C)=O)cc2)nc1CC | 0 | nt | nt | nt | nt | nt | 0 | -2 | 1
COc1cccc(NC(=O)Cn2c(CCC(=O)O)ccc2-c2ccc(Cl)cc2)c1 | 0 | -5 | -0.8 | 0.8 | 7 | -0.5 | 1 | 20 | -1
CCOC(=O)c1cc2c(=O)n3ccccc3nc2n(CCCOC)c1=NC(=O)c1ccncc1 | -1 | 4 | -1.4 | -1.0 | 34 | 0.4 | 65* | 3 | 92*
COc1cnc(-c2ccccn2)nc1Sc1cccc(Cl)c1 | 22 | -10 | -19 | 1.5 | 1 | -0.2 | -1 | -1 | 1
Cc1cc(=O)n2nc(N3CCCC(C(=O)N4CCN(c5ccccc5)CC4)C3)sc2n1 (stereo not drawn) | 7 | -5 | -1.2 | -0.9 | 0 | -0.9 | 0 | 1 | 4
CCCN(CCC)CCNc1c(N2CCN(C(=O)OCC)CC2)c(=O)c1=O | 19 | 1 | 0.9 | 1.1 | -1 | -0.9 | 3 | 5 | -1
O=C(CN1CCCCC1)N1CCCc2c1c(=O)oc1ccc(OCc3ccccc3)cc21 | -8 | -3 | 0.0 | 0.0 | 1 | -1.4 | 0 | 7 | 1
Cn1c2c(c(=O)n(C)c1=O)C(c1cc3c(cc1Br)OCO3)CC(=O)N2 (stereo not drawn) | 12 | -10 | 0.0 | 1.1 | 4 | 0.4 | 2 | nt | -2
Cc1ccc(C(=O)NC(NCc2ccco2)C(Cl)(Cl)Cl)cc1 (stereo not drawn) | -3 | -3 | -0.4 | -0.3 | 1 | 0.5 | 0 | 8 | -1
COc1ccc(S(=O)(=O)NN=C2CCCC2)cc1 | 9 | -5 | -0.8 | -0.2 | 1 | 1.5 | 1 | 6 | 1
